LYPLA1 counter: LYPLA1 inhibitors, primary screen, counter-screen for PME1 inhibitor project, biochemical, fluorescence polarization, FP-Rh probe ABPP; hit rate 0.16% among 320,000; recombinant LYPLA1; Acyl-protein thioesterase 1 (Homo sapiens), O75608; inhibition, % at 5.9 µM;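 active = inhibition above the mean of all tested compounds plus 3 SD, set per campaign, cut at about 14% in these data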;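 also: inhibitors block serine hydrolase probe labeling of LYPLA1 so polarization falls; 0% = enzyme with DMSO and 100% = wells lacking LYPLA1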
LYPLA2 inh: LYPLA2 inhibitors, primary screen, counter-screen for PME1 inhibitor project, biochemical, fluorescence polarization, FP-Rh probe ABPP; Acyl-protein thioesterase 2 (Homo sapiens), O95372; recombinant LYPLA2; inhibition, % at 5.9 µM; hit rate 0.38% among 320,000;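 active = inhibition above the screen-wide mean plus 3 SD, limit set per campaign, cut at about 26% in these data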;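 also: 0% = LYPLA2 with DMSO and 100% = wells lacking LYPLA2 enzyme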
Target sequence (O95372 whole entry, looked up): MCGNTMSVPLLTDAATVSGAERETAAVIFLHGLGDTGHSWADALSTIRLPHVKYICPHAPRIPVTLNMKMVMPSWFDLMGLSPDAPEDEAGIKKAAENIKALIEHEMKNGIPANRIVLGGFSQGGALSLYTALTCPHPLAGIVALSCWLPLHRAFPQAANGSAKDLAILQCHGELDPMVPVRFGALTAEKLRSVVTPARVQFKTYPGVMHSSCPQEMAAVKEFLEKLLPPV
PME-1 primary: PME-1 inhibitors via competitive probe labeling, primary screen, biochemical, fluorescence polarization, FP-Rh probe, HTS | inhibition, % at 5.9 µM | recombinant PME-1 | hit rate 0.53% among 320,000 | Protein phosphatase methylesterase 1 (Homo sapiens), Q9Y570;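 active = inhibition above the campaign mean of all compounds plus 3 SD, cut at about 26% in these data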;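 also: competitive labeling of PME-1 active site by serine hydrolase directed probe; 0% = PME-1 with DMSO and 100% = wells lacking PME-1 enzyme; inhibitors block probe labeling so polarization falls and inhibition rises; many of its hits are not listed in these tables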
pPAFAH FP inh: pPAFAH enzyme inhibitors, primary screen, biochemical, fluorescence polarization, human. Platelet-activating factor acetylhydrolase (Homo sapiens), Q13093. recombinant pPAFAH, FP-rhodamine probe fluorescence polarization. inhibition, % at 3.39 µM. hit rate 1.5% among 330,000;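 active = inhibition above the mean inhibition across the screen plus 3 SD, cut at about 25% in these data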;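 also: inhibitors block binding of the rhodamine activity-based probe so polarization drops; 0% = enzyme with DMSO and 100% = wells lacking pPAFAH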
PAFAH1B2 inh: PAFAH1B2 enzyme inhibitors, primary screen, biochemical, fluorescence polarization, human; Platelet-activating factor acetylhydrolase IB subunit alpha2 (Homo sapiens), P68402; recombinant PAFAH1B2, FP-rhodamine activity probe; inhibition, % at 3.39 µM; hit rate 1.2% among 340,000; AID 492953, 2010;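 active = inhibition above the mean of all tested compounds plus 3 SD, cut at about 24% in these data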;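 also: 0% = enzyme with DMSO and 100% = wells lacking PAFAH1B2; many of its hits are not listed in these tables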
PAFAH2 inh: PAFAH2 enzyme inhibitors, primary screen, biochemical, fluorescence polarization, human. recombinant PAFAH2, FP-rhodamine activity probe. inhibition, % at 3.39 µM. Platelet-activating factor acetylhydrolase 2, cytoplasmic (Homo sapiens), Q99487. hit rate 0.99% among 340,000. AID 492956, 2010;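 active = inhibition above the mean over all tested compounds plus 3 SD, cut at about 30% in these data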;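 also: inhibitors block probe labeling of enzyme so polarization drops; 0% = enzyme with DMSO and 100% = wells lacking PAFAH2 protein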
GSTO1 counter: inhibitors of recombinant GSTO1, primary screen, counter-screen for RBBP9 inhibitor project, biochemical, fluorescence polarization | activity-based probe fluorescence polarization | inhibition, % at 5.96 µM | hit rate 1.1% among 300,000;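 active = inhibition above the campaign mean inhibition plus 3 SD, cut at about 35% in these data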;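 also: 0% = GSTO1-1 with DMSO and 100% = wells lacking GSTO1-1 enzyme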
PAFAH1B3 FP inh: PAFAH1B3 enzyme inhibitors, primary screen, biochemical, fluorescence polarization, human. Platelet-activating factor acetylhydrolase IB subunit alpha1 (Homo sapiens), Q15102. recombinant PAFAH1B3, FP-rhodamine probe. inhibition, % at 3.39 µM. hit rate 0.28% among 340,000. AID 492972, 2010;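 active = inhibition above the screen-wide average of all tested compounds plus 3 SD, cut at about 25% in these data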;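 also: 0% = enzyme with DMSO only and 100% = wells lacking PAFAH1B3 protein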
PAD4 FP inh: human PAD4 inhibitors, primary screen, biochemical, fluorescence polarization, 1536-well format; inhibition, % at 6.36 µM; AID 485272, 2010; Protein-arginine deiminase type-4 (Homo sapiens), Q9UM07; recombinant PAD4, RCA probe fluorescence polarization; hit rate 0.41% among 330,000;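 active = percent inhibition above a cutoff equal to the mean of all tested compounds plus 3 SD, cut at about 15% in these data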;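 also: 0% = PAD4 with RCA probe and DMSO and 100% = probe without PAD4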
Target sequence (Q9UM07 whole entry, looked up): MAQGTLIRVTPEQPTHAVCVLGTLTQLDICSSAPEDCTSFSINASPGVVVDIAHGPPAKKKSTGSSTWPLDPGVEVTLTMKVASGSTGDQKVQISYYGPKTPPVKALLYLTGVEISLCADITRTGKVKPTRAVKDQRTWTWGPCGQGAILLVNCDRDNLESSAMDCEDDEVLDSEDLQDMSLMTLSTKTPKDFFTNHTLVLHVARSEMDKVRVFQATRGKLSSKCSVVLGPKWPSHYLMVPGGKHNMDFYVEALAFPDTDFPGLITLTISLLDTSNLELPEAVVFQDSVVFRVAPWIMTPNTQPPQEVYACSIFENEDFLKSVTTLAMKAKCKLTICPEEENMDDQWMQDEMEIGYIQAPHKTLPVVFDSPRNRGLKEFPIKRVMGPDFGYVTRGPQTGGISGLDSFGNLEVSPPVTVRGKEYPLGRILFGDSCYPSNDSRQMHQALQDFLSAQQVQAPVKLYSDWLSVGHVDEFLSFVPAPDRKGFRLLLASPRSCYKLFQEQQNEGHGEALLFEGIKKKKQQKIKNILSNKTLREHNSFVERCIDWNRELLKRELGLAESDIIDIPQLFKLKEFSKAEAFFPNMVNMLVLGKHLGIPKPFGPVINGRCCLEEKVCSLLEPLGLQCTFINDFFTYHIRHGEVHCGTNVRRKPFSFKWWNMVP
An asterisk follows results filed as active; . = no result given.

| no. | Structure | LYPLA1 counter | LYPLA2 inh | PME-1 primary | pPAFAH FP inh | PAFAH1B2 inh |
| --- | --- | --- | --- | --- | --- | --- |
| 1 | O=C(NCc1ccc(/C=c2\sc3n(c2=O)CCN=3)o1)C(=O)Nc1ccccc1 | -0.3 | 0.1 | 8.7 | 18.7 | . |
| 2 | COc1ccc(-c2[nH]n(-c3ccc([N+](=O)[O-])cc3)c(=O)c2C=NCCN2CCNCC2)cc1 | 1.3 | 0.2 | 3.9 | 10.7 | . |
| 3 | CC(=O)c1ccc(Cc2ncc(C(F)(F)F)cc2Cl)s1 | 0.5 | 4.0 | -0.6 | 1.4 | 7.2 |
| 4 | CCOC(=O)CCCN1CC(O)=C(c2nc3ccccc3s2)C1=N | 2.0 | 5.9 | 6.4 | 20.7 | -4.0 |
| 5 | O=S(=O)(NCCOc1ccc(F)cc1)c1ccc2c(c1)OCCO2 | 1.7 | 5.3 | 5.4 | 3.5 | 9.0 |
| 6 | CCS(=O)(=O)N1CCN=C1SCc1ccc(F)cc1 | 1.1 | 4.8 | -2.8 | 1.3 | 1.5 |
| 7 | CC(=O)N1c2ccccc2C(C)(c2ccccc2)CC1(C)C (stereo not given) | -5.5 | -0.7 | 4.6 | 2.6 | 1.0 |
| 8 | Cc1c(NC(=O)CSCc2ccc(Cl)cc2Cl)cccc1C(=O)O | -3.3 | 3.1 | -2.6 | -4.6 | 20.3 |

| no. | PAFAH2 inh | GSTO1 counter | PAFAH1B3 FP inh | PAD4 FP inh |
| --- | --- | --- | --- | --- |
| 1 | . | 25.8 | . | -4.6 |
| 2 | . | -3.2 | . | 1.2 |
| 3 | 0.8 | 4.3 | -1.1 | -7.2 |
| 4 | 34.8* | 2.4 | 2.1 | -6.4 |
| 5 | 4.7 | -2.1 | 12.2 | 2.9 |
| 6 | -1.6 | 4.6 | 9.6 | -1.4 |
| 7 | 8.0 | 2.5 | 3.3 | -0.7 |
| 8 | 18.7 | 7.2 | 6.7 | 0.5 |

Continuation:
| no. | Structure | LYPLA1 counter | LYPLA2 inh | PME-1 primary | pPAFAH FP inh | PAFAH1B2 inh |
| --- | --- | --- | --- | --- | --- | --- |
| 9 | O=C(Nc1ccccc1F)c1ccc(CN2CCc3ccccc3C2)cc1 | 3.8 | 4.3 | 1.5 | 4.5 | 1.7 |
| 10 | O=S(=O)(NC1CCCCC1N1CCN(c2ccc(F)cc2)CC1)c1ccccc1 (stereo not given) | 2.1 | 7.6 | -3.7 | 1.9 | -4.6 |
| 11 | O=C1[C@H]2C(c3ccccc3)=NN(c3ccccc3)[C@H]2C(=O)N1c1ccccc1 | -7.3 | -1.2 | 4.1 | 4.3 | -6.9 |
| 12 | CCN(CC)C1CCN(C(=O)CCc2nnc(CCCCc3ccccc3)o2)C1 (stereo not given) | 2.9 | -0.5 | -1.2 | 3.1 | 8.3 |
| 13 | COc1ccccc1N1CCN(CC(O)COCCOc2ccc(Br)cc2)CC1 (stereo not given) | -0.5 | 6.1 | 10.2 | 1.7 | 1.1 |
| 14 | Cc1sc2ncn(CC(=O)NCC3COc4ccccc4O3)c(=O)c2c1S(=O)(=O)N1CCCCC1 (stereo not given) | -0.2 | 7.9 | 0.6 | 2.2 | -0.9 |
| 15 | Cn1cnnc1SCC(=O)Nc1ccc(Oc2ccccc2)cc1 | 1.7 | -3.5 | 8.4 | 7.6 | -0.1 |
| 16 | COc1cccc(OC)c1C(=O)Nc1cc(C)on1 | 1.9 | 10.7 | 2.0 | 4.6 | 2.8 |

| no. | PAFAH2 inh | GSTO1 counter | PAFAH1B3 FP inh | PAD4 FP inh |
| --- | --- | --- | --- | --- |
| 9 | 0.2 | 7.7 | 1.1 | -5.7 |
| 10 | 4.2 | 0.3 | 3.2 | -6.9 |
| 11 | 2.1 | 11.5 | 1.6 | -0.3 |
| 12 | 4.5 | 3.5 | 3.1 | -2.0 |
| 13 | -8.0 | -6.0 | 0.1 | -5.6 |
| 14 | 7.5 | 1.4 | 0.9 | -3.2 |
| 15 | 3.9 | 7.4 | -2.6 | 0.6 |
| 16 | 3.9 | -0.4 | 13.8 | 0.5 |

Reprinted from the part before: five compounds; new compounds follow.
| no. | Structure | LYPLA1 counter | LYPLA2 inh | PME-1 primary | pPAFAH FP inh | PAFAH1B2 inh |
| --- | --- | --- | --- | --- | --- | --- |
| 12 | CCN(CC)C1CCN(C(=O)CCc2nnc(CCCCc3ccccc3)o2)C1 (stereo not given) | 2.9 | -0.5 | -1.2 | 3.1 | 8.3 |
| 13 | COc1ccccc1N1CCN(CC(O)COCCOc2ccc(Br)cc2)CC1 (stereo not given) | -0.5 | 6.1 | 10.2 | 1.7 | 1.1 |
| 14 | Cc1sc2ncn(CC(=O)NCC3COc4ccccc4O3)c(=O)c2c1S(=O)(=O)N1CCCCC1 (stereo not given) | -0.2 | 7.9 | 0.6 | 2.2 | -0.9 |
| 15 | Cn1cnnc1SCC(=O)Nc1ccc(Oc2ccccc2)cc1 | 1.7 | -3.5 | 8.4 | 7.6 | -0.1 |
| 16 | COc1cccc(OC)c1C(=O)Nc1cc(C)on1 | 1.9 | 10.7 | 2.0 | 4.6 | 2.8 |
| 17 | COc1cc(Cl)c(C)cc1NC(=O)CCCn1c(=O)oc2ccccc21 | -3.8 | 2.4 | 9.3 | 2.5 | -0.7 |
| 18 | CCOC(=O)CSC1=N/C(=C\c2ccc(OC)c(OC)c2)C(=O)N1C | -1.0 | -3.1 | 3.0 | -0.8 | 4.0 |
| 19 | Cc1nn(-c2ccccc2)c(Cl)c1/C=N/NC(=O)c1ccn[nH]1 | 0.3 | 2.1 | -2.3 | -2.6 | -1.8 |
| 20 | CCCCOC(=O)c1ccc(NC(=O)c2cc(Cl)ccc2OC)cc1 | -3.7 | 0.1 | -15.7 | 3.1 | -2.2 |
| 21 | CC(C)N(Cc1ccccc1)C(=S)Nc1ccc(F)cc1 | 0.3 | -1.4 | -0.7 | 0.6 | 2.8 |
| 22 | COc1ccc(/C=C2\CCCc3c2nc2ccccc2c3C(=O)O)cc1OC | 1.1 | -5.1 | -2.4 | 7.5 | . |
| 23 | COc1cccc(-n2ccnc2SCC(=O)Nc2ccccc2F)c1 | -0.1 | 1.8 | 3.3 | 4.2 | 3.1 |
| 24 | O=C(NNC(=O)c1ccc(F)cc1F)c1ccc2c(c1)OCO2 | -1.1 | 7.8 | 2.9 | 1.2 | 3.6 |
| 25 | CCOC(=O)C1C(=O)OC(C)(C)C1C(CC)C(=O)c1c(C)cc(C)cc1C (stereo not given) | 1.4 | 2.8 | 5.8 | 2.1 | . |
| 26 | Cc1ccc2c(c1)[C@H]1[C@H](CO2)[C@H](c2ccccc2)[C@]2(C)C(=O)N(Cc3ccc(Cl)cc3)CC(=O)N12 | -1.1 | 0.2 | -5.1 | -0.2 | 3.6 |
| 27 | CCOC(=O)c1c(-c2cccc([N+](=O)[O-])c2)cn2ccccc12 | 0.4 | 2.5 | -0.5 | 12.9 | 3.9 |

| no. | PAFAH2 inh | GSTO1 counter | PAFAH1B3 FP inh | PAD4 FP inh |
| --- | --- | --- | --- | --- |
| 12 | 4.5 | 3.5 | 3.1 | -2.0 |
| 13 | -8.0 | -6.0 | 0.1 | -5.6 |
| 14 | 7.5 | 1.4 | 0.9 | -3.2 |
| 15 | 3.9 | 7.4 | -2.6 | 0.6 |
| 16 | 3.9 | -0.4 | 13.8 | 0.5 |
| 17 | 7.3 | 1.7 | 0.5 | -9.3 |
| 18 | 2.4 | 4.4 | 4.6 | 4.2 |
| 19 | -0.4 | 4.6 | 5.6 | 1.9 |
| 20 | -9.8 | -13.7 | -5.8 | -3.7 |
| 21 | -1.3 | -4.3 | 9.4 | -3.5 |
| 22 | . | 12.1 | . | 6.1 |
| 23 | 5.4 | -2.4 | 0.2 | -7.1 |
| 24 | -1.5 | 4.0 | -0.6 | -3.2 |
| 25 | . | -7.1 | . | -0.5 |
| 26 | -6.0 | . | 5.0 | -3.5 |
| 27 | 9.3 | -4.2 | 4.7 | -1.1 |

This is a subset; count on the stated rates, not on these rows.
